Compound activity deposited in PubChem by several laboratories.
M1 agonist = agonists of M1 muscarinic receptor | B-score at 10 µM | hit rate 3% among 64,000 | CHO-M1 cells, Fluo-4 calcium fluorescence, agonist mode; active compounds read high;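 active = fluorescence rise, raw or as B-score row- and column-corrected plate score, outside the 99.7% band of its plate's samples, either direction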
Ecoli tolC = E. coli tolC mutant growth inhibition | E. coli BW25113 tolC mutant growth, OD615 | growth inhibition, % at 10 µM (by protocol) | hit rate 2.2% among 65,000 | AID 573;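 active = growth inhibition at or above a cutoff equal to the mean over every tested compound plus 3 SD, cut at about 60% in these data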;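 also: growth measured after 20 h incubation at 37 °C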
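Test system: tolC-deleted E. coli BW25113 | Medium: LB with kanamycin 50 µg/mL | Compound dosing: Single concentration, 10 µM final per compound | Schedule: 37 °C, 20 h exposure | Measured by: OD at 615 nm | Evaluation: Percent growth inhibition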
RORa activator = RORA (human) activation | CHO-K1 Gal4-RORA LBD luciferase reporter, luminescence; percent increase over mock-subtracted basal signal | AID 560 | activation, % at 10 µM | hit rate 1.5% among 65,000;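 active = activation above the mean of all tested compounds plus 3 SD, cut at about 49% in these data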;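 also: 0% = DMSO-treated RORA cells and 100% = added signal equal to DMSO minus mock-transfected cells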
Ec RNAP inh = Escherichia coli RNA polymerase inhibition; P0A8V2; E. coli RNA polymerase, fluorescence transcription assay; inhibition, %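 (tested at 10 µM)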; hit rate 0.2% among 62,000; in the data active = inhibition above about 20%;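 also: 0% = enzyme without compound and 100% = no enzyme blank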
NADH enzymes = inhibition of NAD/NADH coupling enzymes, library profiling; coupled PK/LDH NADH assays, four targets; IC50, µM (top dose mostly 10 µM), for inactives: at the highest dose inhibition; hit rate 0.02% among 65,000;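 active = single-dose screening hits from any of four coupled enzyme assays that gave an IC50 when retested across doses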;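 also: the DPM-DC format reads NADH fluorescence rather than 340 nm absorbance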
SF-1 act = SF-1 (human) activation; Q13285; CHO-K1 Gal4-SF-1 LBD luciferase reporter; % increase over DMSO SF-1-specific signal; activation, % at 10 µM; hit rate 1.9% among 65,000;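 active = activation above the mean activation of all tested compounds plus 3 SD, cut at about 50% in these data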
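Test system: transient Gal4-SF-1 LBD reporter, CHO-K1; Amount: 4,000 CHO-K1 cells per well; Doses: 10 µM only; Timing: compound exposure 20 h at 37 °C; Signal: luciferase light emission; Read-out basis: percent activation relative to DMSO median and mock-transfected background; Control set: DMSO negative control and −SF1 background wells; Replicates: one test per compound.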
M1 antagonist = antagonists of rat M1 muscarinic receptor. B-score at 10 µM. P08482. hit rate 3.4% among 64,000. CHO-M1 cells, Fluo-4 calcium, ACh EC80 antagonist mode; active compounds read low;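 active = calcium fluorescence response, raw or row-and-column corrected B-score, differing from the plate sample mean either way at a set confidence level, mostly lower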
Target sequence (P08482 whole entry, looked up): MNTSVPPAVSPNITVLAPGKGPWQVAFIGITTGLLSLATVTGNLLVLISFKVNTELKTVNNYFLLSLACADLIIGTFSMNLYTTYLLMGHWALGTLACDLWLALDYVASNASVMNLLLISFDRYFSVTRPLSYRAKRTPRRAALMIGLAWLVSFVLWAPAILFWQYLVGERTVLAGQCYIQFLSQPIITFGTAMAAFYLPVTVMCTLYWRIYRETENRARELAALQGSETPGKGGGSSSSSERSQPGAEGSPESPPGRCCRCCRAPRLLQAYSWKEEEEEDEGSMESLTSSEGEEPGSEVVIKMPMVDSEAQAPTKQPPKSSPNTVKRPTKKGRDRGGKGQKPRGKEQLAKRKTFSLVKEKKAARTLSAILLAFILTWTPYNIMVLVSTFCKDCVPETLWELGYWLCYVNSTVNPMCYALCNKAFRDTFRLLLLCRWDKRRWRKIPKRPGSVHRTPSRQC
TNAP act mid DEA = activates human TNAP at intermediate phosphate acceptor concentration; P05186; purified TNAP, CDP-star luminescence, 100 mM DEA, 30 min; active compounds read high; scale: 0 levamisole-inhibited, 1 vehicle-only enzyme; activation factor at 20 µM; 64,000 tested, under 10 active; AID 813;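 active = activation factor of at least 2 at 20 µM, relative to controls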
Target sequence (P05186 whole entry, looked up): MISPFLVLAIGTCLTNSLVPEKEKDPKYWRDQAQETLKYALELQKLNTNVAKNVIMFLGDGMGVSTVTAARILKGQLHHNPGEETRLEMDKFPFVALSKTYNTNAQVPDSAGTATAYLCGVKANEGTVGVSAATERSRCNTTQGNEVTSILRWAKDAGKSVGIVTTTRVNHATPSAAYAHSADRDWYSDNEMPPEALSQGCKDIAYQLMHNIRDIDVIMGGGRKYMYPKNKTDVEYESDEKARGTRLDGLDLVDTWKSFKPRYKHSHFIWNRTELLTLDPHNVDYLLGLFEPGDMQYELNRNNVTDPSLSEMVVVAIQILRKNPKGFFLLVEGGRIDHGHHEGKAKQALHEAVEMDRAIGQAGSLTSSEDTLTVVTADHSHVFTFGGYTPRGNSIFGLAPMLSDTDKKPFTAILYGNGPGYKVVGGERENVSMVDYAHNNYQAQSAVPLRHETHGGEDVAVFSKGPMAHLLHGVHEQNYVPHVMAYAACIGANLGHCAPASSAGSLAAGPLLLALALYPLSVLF
Autofluor 339 = intrinsic fluorescence of library compounds, ex339/em460 – biochemical, MLSMR library, data from DPM-DC assay, artefact control, profiling panel; compound autofluorescence, ex339/em460 nm, NADH buffer; active compounds read high; 1 = no-compound wells, NADH background; fluorescence fold increase at 10 µM; hit rate 5.5% among 65,000;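 active = at 10 µM, mean starting fluorescence two-fold or more over control wells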;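 also: signal is the first read of a kinetic run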
The depositor's hits bear a star; nt = not tested or not shown; [ ] = another dose, or the depositor's remark.

SMILES	M1 agonist	Ecoli tolC	RORa activator	Ec RNAP inh	NADH enzymes	SF-1 act	M1 antagonist	TNAP act mid DEA	Autofluor 339
O=C(c1ccc(COc2ccc(F)cc2)o1)n1cccn1	0.0029	2	-4	7	6%	-6	0.86	0.8	1.1
O=C(NCCO)c1cccc(S(=O)(=O)N2CCCCC2)c1	0.8	-12	7	8	7%	0	-0.24	0.9	1
CCC(=O)Nc1cccc(NC(=O)CSc2nnnn2Cc2ccccc2)c1	-0.54	21	4	4	16%	0	-0.027	0.9	1.3
O=C(NC1CC1)c1ccc2c(c1)ncn2C1CCCC1	-0.079	-25	24	6	17%	36	-0.18	1	0.97
COc1ccc(-c2ccc(CCC(=O)O)n2C(C)C)cc1	0.35	5	-5	nt	7%	19	-0.89	nt	2*
CCOC(=O)c1[nH]c(C)c(C(=O)OCC(=O)NC(=O)NC(C)(C)C)c1C	-0.069	-10	-4	10	3%	2	0.5	0.9	1
Cc1ccc(-n2ncc3c(=O)n(Cc4cccnc4)cnc32)cc1	-0.86	-7	-11	5	6%	5	0.48	0.9	1.1
COC(=O)CCSCC(=O)Nc1cc(C)on1	-0.71	-22	-3	-1	6%	1	0.67	0.9	1.1
CCOC(=O)c1c(C)[nH]c(C(=O)OCC(=O)N2CCc3ccccc32)c1C	0.57	-2	6	-1	6%	-11	-0.18	1	1.1
Cc1nc(C)c(C(=O)C2=C(O)C(=O)N(CCN3CCOCC3)C2c2ccco2)s1 (stereo not drawn)	-0.11	-16	8	5	4%	7	-0.71	0.9	1
CCCCn1c(SCC(=O)N2CC(C)CC(C)C2)nc2cc(S(N)(=O)=O)ccc21 (stereo not drawn)	-0.084	-16	-3	1	6%	13	-0.4	0.9	1.1
COc1ccc(-c2nsc3c(N4CCN(S(=O)(=O)c5ccccc5)CC4)ncnc23)cc1	-1	-4	-14	1	4%	3	-0.5	0.9	1.6
O=C(O)Cn1cc(C(=O)c2ccco2)c2ccccc21	-0.77	-19	-6	6	4%	-9	1.6	0.9	1.2
COc1ccc(N2C(=O)CSC2c2ccc3c(c2)OCO3)cc1 (stereo not drawn)	-1.3	-7	-17	0	3%	-1	-0.19	0.9	1.6
Cc1nc2ncnn2c(Nc2ccc3c(c2)OCCO3)c1C	-0.35	-4	17	2	4%	0	0.59	0.8	1
COc1ccccc1C1C2CCCCC2(O)CCN1CC(=O)Nc1ccccc1 (stereo not drawn)	-0.031	3	16	3	5%	6	0.29	0.9	1.1
Cn1c(=O)c2c(nc(N3CCCCC3)n2CCSc2nc3ccccc3s2)n(C)c1=O	0.2	21	0	4	3%	-11	0.37	0.9	1.1
Cc1ccc(C)n1CCN1CCN(CC(=O)Nc2ccc(S(N)(=O)=O)cc2)CC1	-0.26	4	14	5	0%	6	0.38	0.9	1.2
Cc1ccc2cc(CN(CCCN3CCOCC3)C(=O)NC3CCCCC3)c(=O)[nH]c2c1C	-0.079	18	14	2	10%	6	0.53	0.9	1.5
O=C(O)C1[C@H]2C(=O)N(Cc3cccs3)C[C@]23C=C[C@H]1O3 (stereo partly drawn)	-0.34	5	0	8	1%	15	0.77	0.8	1.2
COc1ccccc1N1CCN(C(=O)c2cc(-c3ccc(Cl)c(Cl)c3)on2)CC1	-0.08	-3	-13	6	2%	2	0.29	0.7	1
COc1ccc(C(=O)CSc2nnc(CNC(=O)c3ccc(OC)cc3)n2C)cc1	-1.7	-21	-12	0	1%	-14	1.3	0.9	1.1
Cc1cccc(OCc2nnc(SCC(=O)Nc3sc(C)c(C)c3C#N)n2C)c1	-0.011	-20	11	1	6%	8	0.56	0.9	1
CC(C)NS(=O)(=O)c1ccc(CCC(=O)N2CCOCC2)cc1	0.4	-1	3	10	4%	2	-0.92	0.9	0.99
CCO/C(C)=N/n1c2nc3ccccc3nc2c2c(=O)n(Cc3ccccc3Cl)c(C)nc21	-0.16	15	-11	4	5%	4	-0.17	0.9	1.2
Other records.
SMILES	M1 agonist	Ecoli tolC	RORa activator	Ec RNAP inh	NADH enzymes	SF-1 act	M1 antagonist	TNAP act mid DEA	Autofluor 339
CC(C)(C)c1ccccc1OCC(=O)Nc1ncn[nH]1	-1.3	-16	-17	1	7%	14	1.4	1.4	1.1
Cc1ccccc1N(CC(=O)NCC1CCCO1)C(=O)C1(C)CC(=O)N=C2C=CC=CN21 (stereo not drawn)	0.92	-9	-2	-5	6%[fluoresces]	11	-0.022	0.8	3.3*
Cc1c(NC(=O)NC(C)N2C(=O)C3C4C=CC(C4)C3C2=O)c(=O)n(-c2ccccc2)n1C (stereo not drawn)	0.085	-22	-3	0	5%	-11	-0.0038	1	1.1
Cc1cc(C)n(-c2nc(SCC(=O)NCC3CCCO3)c3c4c(sc3n2)CCCC4)n1 (stereo not drawn)	-0.54	5	-6	-4	5%	-10	-0.2	0.9	1.2
COc1ccc(CN2CC(C(=O)NCCCN3CCOCC3)CC2=O)cc1 (stereo not drawn)	0.077	-26	5	6	0%	-16	0.17	1	1.1
O=c1c2nnn(Cc3ccc(Cl)cc3)c2ncn1Cc1ccc(F)cc1	-0.063	-2	0	6	3%	34	0.044	0.9	1
CCc1cc2c(=O)c(Oc3ccccc3F)c(C)oc2c(CN(C)C)c1O	0.01	-6	1	-83	13%[fluoresces]	2	-0.59	1	2.2*
CCC(C)(C)n1nnnc1C(c1ccc(OC)c(OC)c1)N1CCN(c2ccc(OC)cc2)CC1 (stereo not drawn)	-1	10	37	-7	3%	-3	-0.22	1	1.1
CC(=O)Nc1nnc(SCC(=O)NCCOc2ccccc2)s1	0.019	-9	6	-3	1%	0	0.87	1.1	1.1
NCC12CC3CC(C1)CC(CN)(C3)C2	2.3	-13	-13	2	7%	-8	-0.015	0.9	1.1
O=C(CSc1nnc(CSc2nc3ccccc3s2)o1)NC1CCCCC1	-0.044	-4	-18	6	3%	-4	-0.66	0.9	1
C=CCn1c(COc2ccccc2)nnc1SCc1ccc(C#N)cc1	0.68	2	11	2	3%	-32	-0.69	0.9	1.1
Nc1nnc(SCC(=O)Nc2ccccc2N2CCOCC2)s1	0.39	-3	-3	-4	1%	17	-0.18	1	1
CC(=O)N1C(=O)N(C)C2C1N(C)C(=O)N2C(C)=O (stereo not drawn)	0.3	-17	-16	-3	7%	0	1.4	0.9	1.1
CCOC(=O)c1c(C)c(C(=O)NCCCN2CCCC2=O)c(C)n1CC	0.24	-8	10	1	8%	-12	-0.15	0.9	0.82
c1ccc(C2(c3ccccc3)OCC(Cn3cncn3)O2)cc1 (stereo not drawn)	0.92	-3	-2	3	3%	-18	-0.021	1	1.1
CCc1ccc(-c2nc(CN3CCC(C(=O)NCCN(CC)c4ccccc4)CC3)c(C)o2)cc1	1.1	32	-24	1	7%	-7	0.46	1.6	1.1
OCCOCCn1c2ccccc2c2ccccc21	0.78	7	29	2	4%	0	-0.034	1	1.1
COCC(=O)Nc1ccc(-c2cn3cccnc3n2)cc1	-0.13	-15	17	-32	9%[fluoresces]	19	0.51	1	5.2*
Cn1c(CCCOc2ccc(Cl)cc2Cl)nnc1SCC(=O)Nc1nccs1	-0.48	-5	-7	-1	9%	-2	1	1.1	1.1
O=C(Cc1cccs1)NCc1ccccc1F	0.27	-6	15	4	6%	4	0.95	0.9	1.1
Cc1cc(C(=O)CSc2nnc(Cc3ccccc3)o2)c(C)n1Cc1ccc2c(c1)OCO2	0.12	20	-22	6	3%	-2	-0.13	0.9	1.1
COc1cccc(-n2nnc3c(=O)n(Cc4cccc(F)c4)cnc32)c1	-0.93	15	-17	-6	4%	-8	1.3	0.8	1.1
Cc1nc2sc(C(c3ccco3)N3CCN(c4cccc(Cl)c4)CC3)c(O)n2n1 (stereo not drawn)	0	26	2	nt	6%	7	0.26	nt	1.1
Cc1ccc(CNC(=O)c2cc3c(=O)n(C)c4ccccc4c3n2C)o1	0.18	-4	-22	13	9%	-22	0.57	0.9	1.2
Remaining list, next part
SMILES	M1 agonist	Ecoli tolC	RORa activator	Ec RNAP inh	NADH enzymes	SF-1 act	M1 antagonist	TNAP act mid DEA	Autofluor 339
CCN(CC)c1ncnc2c1cnn2C	-0.061	-7	1	-3	5%	-6	0.52	0.9	1.1
CN1C(=O)C2ON(c3ccccc3)C(c3cccs3)C2C1=O (stereo not drawn)	-0.021	6	-15	nt	5%	24	-2.7*	nt	1
Cc1nn(Cc2ccc(F)cc2)c(C)c1NC(=O)c1cc(-c2ccc3c(c2)OCO3)on1	0.55	2	29	12	3%	-7	-0.11	1	1.1
COCCNC(=O)CSc1nc2cc(OC)c(OC)cc2c(=O)n1CCC1=CCCCC1	1.1	2	22	1	5%	-1	0.71	0.9	1.1
CCOC(=O)C1=C(c2ccccc2)N=C2SCC(=O)N2C1c1ccc2c(c1)OCO2 (stereo not drawn)	-0.05	-1	26	-2	0%	-1	1.1	1	1.1
Nn1c(SC/C=C/c2ccccc2)nnc1-c1ccco1	1.2	-6	10	5	2%	-14	-0.32	0.9	1.1
CCOC(=O)Cc1csc(NC(=O)CSc2ncnc3c2cnn3-c2ccccc2Cl)n1	11*	51	-16	6	1%	-12	-1.2	0.9	1.1
COC(=O)c1cccc(Cn2nnc3ccccc3c2=O)c1	0	10	-8	-4	4%	-8	-0.43	0.9	1.1
COc1cccc(NC(=O)c2nnn(Cc3ccc(Br)cc3F)c2N)c1	-0.64	27	58*	7	2%	2	0.22	0.8	1
O=C(c1ccco1)N1CCN(c2ncnc3c2[nH]c2ccccc23)CC1	6	6	-29	4	7%	-5	-0.72	0.9	1.8
Cn1c(OCc2cccnc2)nc2c1c(=O)n(Cc1ccc(Br)cc1)c(=O)n2C	3.9	8	2	2	3%	6	-0.37	1	1.1
CN(CCNC(=O)C1CCN(S(=O)(=O)N2CCOCC2)CC1)CCc1ccccc1	0.34	-21	-6	6	6%	-8	0.27	1	1.1
COCCCn1c2nc3ccccc3nc2c2c(=O)n(Cc3ccc(Cl)cc3)cnc21	-0.48	nt	-8	-2	10%[fluoresces]	7	0.021	0.9	3.8*
Cn1c(=O)c2c(nc(Br)n2CC(=O)C23CC4CC(CC(C4)C2)C3)n(C)c1=O	1.4	36	24	3	10%	14	-0.98	1	1
O=C(Cc1nc(-c2ccc(Br)s2)cs1)NCCN1CCOCC1	0.097	-10	-19	7	9%	-4	1.1	0.9	1.1
COCC(N)(c1ccccc1)c1nc2ccccc2n1C (stereo not drawn)	-1.3	8	1	6	6%	-13	-0.74	0.9	1.1
Cc1noc(/C=C/N(C)C)c1S(=O)(=O)N1CCCC(C(=O)NC2CCCCC2C)C1 (stereo not drawn)	0.15	-8	11	8	8%	-4	-0.56	1	0.97

Records above marked active in Autofluor 339.
compound	M1 agonist	Ec RNAP inh	NADH enzymes	M1 antagonist	TNAP act mid DEA	Autofluor 339
COc1ccc(-c2ccc(CCC(=O)O)n2C(C)C)cc1	0.35	nt	7%	-0.89	nt	2*
Cc1ccccc1N(CC(=O)NCC1CCCO1)C(=O)C1(C)CC(=O)N=C2C=CC=CN21 (stereo not drawn)	0.92	-5	6%[fluoresces]	-0.022	0.8	3.3*
CCc1cc2c(=O)c(Oc3ccccc3F)c(C)oc2c(CN(C)C)c1O	0.01	-83	13%[fluoresces]	-0.59	1	2.2*
COCC(=O)Nc1ccc(-c2cn3cccnc3n2)cc1	-0.13	-32	9%[fluoresces]	0.51	1	5.2*
COCCCn1c2nc3ccccc3nc2c2c(=O)n(Cc3ccc(Cl)cc3)cnc21	-0.48	-2	10%[fluoresces]	0.021	0.9	3.8*
